Bcl-2 Bim block = disrupts Bim peptide binding to human Bcl-2 | inhibition, % at 10 µM | hit rate 0.06% among 190,000 | AID 950 | Bead-based flow cytometry, Bim peptide-Bcl-2 binding; in the data active means inhibition above about 40%; inconclusive means no clear call, values can overlap the other calls;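 further: 0% = no compound wells with probe peptide and 100% = reference peptide inhibitor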
Target sequence (P10415 whole entry, looked up): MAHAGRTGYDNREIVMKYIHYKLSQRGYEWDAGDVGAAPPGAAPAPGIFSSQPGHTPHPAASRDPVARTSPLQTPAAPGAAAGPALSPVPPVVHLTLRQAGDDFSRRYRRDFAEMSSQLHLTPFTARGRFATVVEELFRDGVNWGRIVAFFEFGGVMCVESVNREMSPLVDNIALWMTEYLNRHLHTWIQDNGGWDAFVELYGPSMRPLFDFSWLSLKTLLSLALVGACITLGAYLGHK
RGS7-Gao = human RGS7-Galphao interaction regulation | P09471 | Multiplexed bead flow cytometry, RGS7-Galphao binding; actives lie on both sides | binding response (% of control), % at 10 µM | hit rate 0.35% among 220,000 | AID 1439; in the data active means binding response below about 49% or above about 150%; inconclusive means no clear call, values can overlap the other calls; inactive means in between;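 further: fluorescent Galphao held in activated GDP-AlF4 state binding bead-coupled RGS7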
RGS8-Gao reg = regulators of human RGS8-Galphao interaction; P09471; multiplexed bead flow cytometry, RGS8-Galphao binding; actives lie on both sides; response (percent of control binding), % at 10 µM; hit rate 0.34% among 220,000; AID 1423; in the data active means response below about 60% or above about 140%; inactive means in between;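 further: Galphao activated as the GDP aluminium fluoride complex binding bead-coupled RGS8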
Mcl1 Bid PPI = disrupts binding of human Mcl-1 to Bid peptide; TR-FRET Mcl-1/Bid-Dy647 peptide binding, 1536-well; inhibition, % at 21.7 µM; hit rate 0.97% among 220,000;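 active means compounds that cut the binding signal by more than half at the single screening dose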;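 further: His-tagged Mcl-1 with europium anti-His antibody binding Bid BH3 peptide; 0% = Mcl-1 plus peptide wells and 100% = peptide-only wells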
Bim-Bcl-B = human Bim-Bcl-B interaction inhibition; AID 951; bead-based flow cytometry, Bim peptide-Bcl-B binding; hit rate 0.073% among 190,000; inhibition, % at 10 µM; Q9HD36;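 further: 0% = tracer peptide without compound and 100% = reference inhibitor peptide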
Target sequence (Q9HD36 whole entry, looked up): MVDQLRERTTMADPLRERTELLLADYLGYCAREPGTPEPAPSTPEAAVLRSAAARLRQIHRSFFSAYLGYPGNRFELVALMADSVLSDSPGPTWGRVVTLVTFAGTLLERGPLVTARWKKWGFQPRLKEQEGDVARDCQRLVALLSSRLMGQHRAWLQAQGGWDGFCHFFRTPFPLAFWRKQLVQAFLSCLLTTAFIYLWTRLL
Bim-Bfl-1 = human Bim-Bfl-1 interaction inhibition; Q16548; Bead-based flow cytometry, Bim-Bfl-1 binding inhibition; inhibition, % at 10 µM; hit rate 0.12% among 190,000; AID 1008;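 further: 0% = wells without compound plus tracer and 100% = blocker peptide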
Bim-Bcl-W = inhibitors of Bim-Bcl-W interaction, human. Q92843. bead-based flow cytometry, Bim peptide-Bcl-W binding. inhibition, % at 10 µM. hit rate 0.02% among 190,000. AID 952;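 further: 0% = bound tracer without compound and 100% = peptide blocker; higher means less fluorescent Bim peptide bound to Bcl-W beads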
Target sequence (Q92843 whole entry, looked up): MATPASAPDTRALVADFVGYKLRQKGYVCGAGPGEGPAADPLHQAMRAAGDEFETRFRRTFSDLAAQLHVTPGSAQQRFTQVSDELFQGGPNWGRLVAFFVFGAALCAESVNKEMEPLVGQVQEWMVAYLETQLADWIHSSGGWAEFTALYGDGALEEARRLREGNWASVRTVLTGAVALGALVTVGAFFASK
Bcl-XL Bim block = disrupts Bim peptide binding to human Bcl-XL. Q07817. bead flow cytometry, fluorescence. AID 1007. inhibition, % at 10 µM. hit rate 0.04% among 190,000
Target sequence (Q07817 whole entry, looked up): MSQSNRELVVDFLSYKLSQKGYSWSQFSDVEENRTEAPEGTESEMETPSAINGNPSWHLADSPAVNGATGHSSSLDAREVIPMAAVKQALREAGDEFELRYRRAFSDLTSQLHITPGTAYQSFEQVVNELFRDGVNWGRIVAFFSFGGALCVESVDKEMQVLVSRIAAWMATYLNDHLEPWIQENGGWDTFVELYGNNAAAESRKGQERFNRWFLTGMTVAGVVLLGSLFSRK
Mcl1-Noxa inh = Mcl-1/Noxa interaction inhibition; Q07820; TR-FRET Mcl-1/Noxa peptide binding, 2 h; inhibition, % at 21.7 µM; hit rate 1.5% among 220,000; AID 1022;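 active means compounds that cut the protein-peptide binding signal by more than 50% relative to plate controls in a single-dose test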;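 further: His-tagged Mcl-1 with rhodamine Noxa BH3 peptide and terbium anti-His antibody; 0% = Mcl-1 plus Noxa peptide wells and 100% = peptide-only wells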
Mcl-1 Bim block = human Bim-Mcl-1 interaction inhibition; AID 1009; Bead-based flow cytometry, Bim peptide-Mcl-1 binding; hit rate 0.1% among 190,000; inhibition, % at 10 µM;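 further: 0% = no compound tracer wells and 100% = peptide blocker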
RGS4-Gao reg = human RGS4-Galphao interaction regulation | binding response (% of control), % at 10 µM | Multiplexed bead flow cytometry, RGS4-Galphao binding; actives lie on both sides | hit rate 0.33% among 220,000 | P09471; in the data active means binding response below about 49% or above about 150%; inactive means in between;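 further: fluorescent Galphao activated with aluminum fluoride binding bead-coupled RGS4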
Numbers without * were called inactive; u = inconclusive; x = not tested or not shown. Unless noted, no stated cut-off is given here; in the data, active means inhibition above about 40%. Hits appear at their usual frequency, and some 2.7% of all compounds hit somewhere here.

SMILES	Bcl-2 Bim block	RGS7-Gao	RGS8-Gao reg	Mcl1 Bid PPI	Bim-Bcl-B	Bim-Bfl-1	Bim-Bcl-W	Bcl-XL Bim block	Mcl1-Noxa inh	Mcl-1 Bim block	RGS4-Gao reg
CCOC(=O)CC(NC(=O)c1cc2cc(Br)ccc2oc1=O)c1cccc([N+](=O)[O-])c1 (configuration not stated)	-3	94	101	20	-2	-9	-4	-3	9	-4	101
CC1CCCCN1C(=O)c1ccc(S(=O)(=O)N2CCCCC2C)cc1 (configuration not stated)	-5	102	99	-5	-3	-2	-2	-6	12	-3	101
CC(C)C12CN3CC(C(C)C)(CN(C1)C3c1ccccc1)C2O (configuration not stated)	-2	111	101	-4	-1	-3	-2	11	7	-3	109
COC(=O)c1ccc(CSc2ncnc3sc(C)c(C)c23)o1	-13	101	98	59*	-7	-16	-1	-7	14	-2	100
O=C(NCc1ccccc1)C1CCN(S(=O)(=O)c2cccc3cccnc23)CC1	-8	102	101	-15	-8	-10	2	-3	16	0	101
CCOC(=O)c1c(-c2ccc(OC)cc2)csc1/N=C/C1=C(O)CCCC1=O	9	112	97	-14	6	7	10	12	1	6	107
Cc1ccccc1NC(=S)NCc1ccc(Cl)cc1	-3	106	104	-37	-5	-11	-3	-3	9	1	87
Cc1ccc(C(=O)/C=C/C(=O)O)cc1	-4	86	95	-18	-4	-13	-2	-3	18	-2	94
CC(=O)Nc1cccc(N=NN2CCCCC2)c1	-1	99	102	-3	-7	0	0	-3	17	0	101
O=C(N/N=C/c1ccc(OCC(=O)N2CCCCC2)cc1)c1ccccc1	-1	96	99	2	0	-1	0	-2	17	1	100
C=C(C)Cn1c(-c2ccncc2)n[nH]c1=S	-2	109	106	-37	-22	-7	-4	-8	0	-2	111
COc1ccc(CC(=O)N2CCCC(C)C2)cc1 (configuration not stated)	-2	90	93	-3	-1	0	0	0	12	-2	89
CCOc1ccc(-c2c[n+](=O)c3c(n2[O-])CCCC3)c(OCC)c1	1	99	103	-14	0	-6	0	-1	-7	-1	97
CCN1CCN(C(=O)c2oc(=O)c3ccccc3c2-c2ccc(C)cc2)CC1	-3	97	103	2	-4	-7	2	-1	21	1	100
O=C(N/C(=C\c1ccc([N+](=O)[O-])cc1)C(=O)N1CCCCC1)c1ccccc1	-1	107	99	-14	-7	-6	-2	-2	15	0	100
CC(=O)Nc1ccc(OC(=O)c2ccc(Cl)cc2)cc1	-5	105	107	10	-7	-2	-1	-6	17	-3	102
O=C(CN1CCCCC1)Nc1nnc(-c2ccc([N+](=O)[O-])cc2)s1	-5	97	99	-22	-4	-3	-2	-4	69*	-2	96
CCC(C)Sc1nnc(-c2c[nH]c3ccccc23)n1CCOC (configuration not stated)	-2	100	96	-54	-3	-7	-3	-5	5	-7	99
O=C(N/C(=C\c1ccc(-c2ccccc2)o1)C(=O)N1CCOCC1)c1ccccc1	2	105	104	-63	1	-3	3	1	28	3	103
CC1(C)NC(=O)N(CN2C(=O)NC(C)(C)C2=O)C1=O	-5	105	101	-14	0	-1	-2	-4	1	0	105

Part of the list above in order of length of the SMILES, descending:
SMILES	Bcl-2 Bim block	RGS7-Gao	RGS8-Gao reg	Mcl1 Bid PPI	Bim-Bcl-B	Bim-Bfl-1	Bim-Bcl-W	Bcl-XL Bim block	Mcl1-Noxa inh	Mcl-1 Bim block	RGS4-Gao reg
O=C(N/C(=C\c1ccc(-c2ccccc2)o1)C(=O)N1CCOCC1)c1ccccc1	2	105	104	-63	1	-3	3	1	28	3	103
CCOC(=O)c1c(-c2ccc(OC)cc2)csc1/N=C/C1=C(O)CCCC1=O	9	112	97	-14	6	7	10	12	1	6	107
O=C(NCc1ccccc1)C1CCN(S(=O)(=O)c2cccc3cccnc23)CC1	-8	102	101	-15	-8	-10	2	-3	16	0	101
O=C(CN1CCCCC1)Nc1nnc(-c2ccc([N+](=O)[O-])cc2)s1	-5	97	99	-22	-4	-3	-2	-4	69*	-2	96
O=C(N/N=C/c1ccc(OCC(=O)N2CCCCC2)cc1)c1ccccc1	-1	96	99	2	0	-1	0	-2	17	1	100
CC1CCCCN1C(=O)c1ccc(S(=O)(=O)N2CCCCC2C)cc1 (configuration not stated)	-5	102	99	-5	-3	-2	-2	-6	12	-3	101
CC(C)C12CN3CC(C(C)C)(CN(C1)C3c1ccccc1)C2O (configuration not stated)	-2	111	101	-4	-1	-3	-2	11	7	-3	109
C=C(C)Cn1c(-c2ccncc2)n[nH]c1=S	-2	109	106	-37	-22	-7	-4	-8	0	-2	111
Cc1ccccc1NC(=S)NCc1ccc(Cl)cc1	-3	106	104	-37	-5	-11	-3	-3	9	1	87
CC(=O)Nc1cccc(N=NN2CCCCC2)c1	-1	99	102	-3	-7	0	0	-3	17	0	101
Cc1ccc(C(=O)/C=C/C(=O)O)cc1	-4	86	95	-18	-4	-13	-2	-3	18	-2	94

Additional compounds.
SMILES	Bcl-2 Bim block	RGS7-Gao	RGS8-Gao reg	Mcl1 Bid PPI	Bim-Bcl-B	Bim-Bfl-1	Bim-Bcl-W	Bcl-XL Bim block	Mcl1-Noxa inh	Mcl-1 Bim block	RGS4-Gao reg
COc1ccc(C(=O)NNC(=O)c2cc3cc(OC)ccc3oc2=O)cc1	x	u	96	-12	x	x	x	x	-13	x	95
COc1ccccc1N(C(C)=O)c1nc(C)cc(C)c1C#N	-2	100	101	-2	-1	0	-1	-3	6	-3	100
COc1ccc(NS(=O)(=O)c2ccc(N/N=C/c3ccc(N4CCOCC4)cc3)c([N+](=O)[O-])c2)cc1	-4	102	98	-13	-4	-1	-3	-7	12	-3	102
CN(C)c1ncnc(N(C)C)c1[N+](=O)[O-]	x	u	103	-8	x	x	x	x	-2	x	102
COc1cc(OC)c2ccc(=O)oc2c1C(CC(=O)N1CCN(c2ccccc2)CC1)c1ccc2c(c1)OCO2 (configuration not stated)	x	u	100	-77	x	x	x	x	-6	x	100
O=C(Cn1ccc(C(F)(F)F)n1)N=Nc1c(O)[nH]c2ccccc12	-4	101	98	0	0	2	-6	-5	3	-2	101
O=C(Nc1nnc(-c2ccccc2)s1)c1ccc(Cl)c(S(=O)(=O)N2CCOCC2)c1	0	97	98	18	-6	-10	2	-6	9	1	96
CC1(C)CNC(=O)c2sc(N3CCOCC3)nc2C1	-8	96	96	-4	0	-4	-2	-2	-2	-3	94
CCn1cc(C2=NOC(C(=O)O)C2)c(C)n1 (configuration not stated)	-2	98	99	18	-8	-13	0	-5	-8	-1	103
Cc1ccc(NC2=NCCC2)cc1Cl	7	98	102	-2	1	2	3	-2	16	1	100
CCOC(=O)c1c(COC(=O)c2ccco2)nc2ccccc2[n+]1[O-]	-7	103	106	-1	-10	-4	-2	-8	11	0	108
Cc1noc(C)c1CSc1nc2ccccc2c(=O)n1-c1ccccc1	-5	99	104	-6	-2	-7	3	-1	-16	3	96
CCOc1ccc(NC(=S)NNC(=O)c2cc(Br)ccc2Cl)cc1	-1	102	101	-75	-1	5	-4	-3	-46	-3	103
COc1cc(OC)c2c(N)c(C#N)c(C(F)(F)C(F)(F)F)nc2c1	-8	102	104	-1	-7	-15	2	-1	x	-1	101
Cc1ccccc1-n1c(-c2ccncc2)n[nH]c1=S	-4	88	64	-27	-20	5	-8	-9	6	-5	91
COc1ccc(NS(=O)(=O)c2ccc(N3CCOCC3)c(NC(=O)c3ccco3)c2)cc1	0	u	98	-22	-4	-5	-3	-5	3	0	99
O=C(CSc1nc2c(c(=O)n1-c1ccc(Cl)cc1)SCC2)Nc1ccc2c(c1)OCCO2	1	96	102	-25	0	1	3	2	3	0	98
COc1cc(/C=C(/NC(=O)c2ccccc2)C(=O)N2CCN(C)CC2)c([N+](=O)[O-])cc1OC	-1	97	107	4	-6	-4	-4	-4	6	-7	98
COc1ccccc1NC(=O)Cc1csc(NC(=S)Nc2ccc(C)cc2)n1	-3	105	104	-58	0	1	0	0	-52	2	107
COc1cccc(-c2csc(NC(C)=O)n2)c1	2	98	99	-10	-2	0	0	3	6	-2	96
CC(C)(C)NC(=O)C(c1ccco1)N(C(=O)c1ccc(CN2CCOCC2)o1)c1ccccc1 (configuration not stated)	-2	103	104	-4	0	1	0	-3	13	-2	107
CCOc1ccc(NC(=O)C(C)Oc2ccccc2C(=O)Nc2cccc(Cl)c2Cl)cc1 (configuration not stated)	-2	101	98	4	-2	-1	0	-2	-8	-1	101
COc1ccccc1-n1cnc2cc(C(=O)NC3CCCC3)ccc21	-1	100	101	-4	-3	-1	-2	-2	-5	-4	100
CCCCCn1nnc2c(=O)oc3ccccc3c21	0	96	99	-6	1	-2	3	2	4	2	99
COc1ccc2cnnc(SCC(=O)Nc3ccc(C(=O)O)cc3)c2c1OC	-6	97	100	-22	-1	-16	0	1	12	2	100
Nc1ncnc2c1CCC2	-8	97	98	11	-4	-16	0	-2	12	-2	96
CCCCNC(=S)Nc1ccc2cn[nH]c2c1	-5	99	104	-79	-13	-2	-16	-18	4	-25	99
COC(=O)Nc1ccc(OCc2ccccc2)cc1	-6	91	98	-1	-5	-1	-4	-1	-11	-4	93
CCOc1ccc(S(=O)(=O)NCc2ccco2)c2ccccc12	-8	98	98	-6	-5	-13	0	0	18	-3	101
CN1CCN(C(=O)c2ccc(NS(=O)(=O)c3ccccc3)cc2)CC1	-11	76	95	-8	-8	-16	-4	0	-8	-4	78
N#CC1=C(N)NC(SCC(=O)c2ccc(Cl)cc2)=C(C#N)C12CCCC2	-2	102	102	-44	-6	-9	4	-1	13	0	102
O=C(OCCN1CCCC1)C1(c2ccccc2)CCCC1	-7	97	100	-7	-8	-12	0	-15	9	1	97
Cc1ccc(S(=O)(=O)NCc2ccc(C(=O)N3CCCC3)cc2)cc1	0	98	101	4	-7	0	-4	-5	5	-2	98
O=C1CC(NNC(=O)c2cccc(F)c2)C(=O)N1 (configuration not stated)	x	u	102	-4	x	x	x	x	3	x	107
Cc1occc1C(=O)N/N=C/C=C\c1ccccc1[N+](=O)[O-]	0	95	99	-21	-5	-4	-1	-4	14	0	96
CNC(=O)c1cc2cc(Cc3ccccc3Cl)ccc2oc1=O	0	u	97	-43	-1	-3	-3	-2	-12	0	95
CCCCn1c(SCC(=O)N2CCCc3ccccc32)nc2c1c(=O)n(C)c(=O)n2C	-1	91	97	-9	-5	-12	-1	-4	-2	2	95

Assay outcomes deposited in PubChem BioAssay by several laboratories.
